High-throughput results as filed in PubChem.
H9c2 TAG inh: inhibitors of triacylglycerol accumulation, primary screen, cell-based, uHTS, fluorescence, H9c2 | 0.66% of 230,000 active | inhibition, % at 12.5 µM | H9c2 cells, Nile Red lipid (TAG) fluorescence; cells loaded with 200 µM oleic acid;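 active = pattern-corrected inhibition of lipid staining of at least 50% with the nuclear-stain viability signal not falling by more than 50%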;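 note: 0% = DMSO wells and 100% = triacsin C control wells; some results filed as inactive read as strong as hits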
H9c2 TAG inh DAPI viability: second read-out of H9c2 TAG inh, no call of its own (marks repeat the call); DAPI nuclei signal change (viability), lower = more cytotoxic, %;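 whole-well DAPI fluorescence read on a plate reader as a viability signal; minus 50 percent equals half of cells still viable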
* hit, by the source's call. Not all compounds are listed; the hit share may differ from the screen's.

Sample of the layout, 5 compounds:
Fields: H9c2 TAG inh | H9c2 TAG inh DAPI viability
#1 COc1ccccc1CNC(=O)COC(=O)c1cnc(C)cn1
  4 | 5
#2 COc1ccc(C(=O)NCCS(=O)(=O)N2CCCC2)cc1
  15 | -8
#3 O=C(Nc1ccc(N2CCOCC2)cc1)c1ccc2ncsc2c1
  -22 | 8
#4 Cc1ccccc1NC(=S)NC(NC(=O)C(C)(C)C)C(Cl)(Cl)Cl (configuration not stated)
  17 | -16
#5 O=C(Nc1ccc(OCC(=O)N2CCN(S(=O)(=O)c3ccccc3)CC2)cc1)c1ccco1
  3 | -7

All compounds of this part (from the top)
Fields: H9c2 TAG inh | H9c2 TAG inh DAPI viability
#1 COc1ccccc1CNC(=O)COC(=O)c1cnc(C)cn1
  4 | 5
#2 COc1ccc(C(=O)NCCS(=O)(=O)N2CCCC2)cc1
  15 | -8
#3 O=C(Nc1ccc(N2CCOCC2)cc1)c1ccc2ncsc2c1
  -22 | 8
#4 Cc1ccccc1NC(=S)NC(NC(=O)C(C)(C)C)C(Cl)(Cl)Cl (configuration not stated)
  17 | -16
#5 O=C(Nc1ccc(OCC(=O)N2CCN(S(=O)(=O)c3ccccc3)CC2)cc1)c1ccco1
  3 | -7
#6 NS(=O)(=O)c1ccc(CNC(=O)/C=C/c2ccccc2)cc1
  13 | 2
#7 COC(CNC(=O)[C@H](CSCc1ccccc1)N1Cc2ccccc2C1=O)OC
  10 | -5
#8 S=C(NC1CCCCC1)N1CCN(c2ncccn2)CC1
  7 | -8
#9 CCOc1ccc(/C=N/n2c(SC)nnc2-c2ccccc2)cc1OCC
  11 | 8
#10 Cc1ccc(C(=O)N2CCC(N3CCC(C(=O)N4CCOCC4)CC3)CC2)cc1
  -6 | 1

Entries from the list above with an aryl methoxy group:
Fields: H9c2 TAG inh | H9c2 TAG inh DAPI viability
#1 COc1ccccc1CNC(=O)COC(=O)c1cnc(C)cn1
  4 | 5
#2 COc1ccc(C(=O)NCCS(=O)(=O)N2CCCC2)cc1
  15 | -8

(list continues)
Fields: H9c2 TAG inh | H9c2 TAG inh DAPI viability
#11 O=C(/C=C/c1ccccc1O)c1ccco1
  7 | -8
#12 COc1ccc(NC(=O)Nc2cccc3[nH]c([C@@H]4O[C@H](CO)[C@@H](O)[C@H](O)[C@H]4O)nc23)cc1OC1CCCC1
  9 | -12
#13 C=CCn1c(SCC(=O)CC(=O)OCC)nc2cc(C(=O)N3CCC(C(N)=O)CC3)ccc2c1=O
  -12 | 9
#14 O=C(O)c1ccc(OCCN2CCCC2=O)cc1
  2 | -2
#15 Cc1csc(NC(=O)CSc2nc(=O)n(CCN(C)C)c3c2CCCC3)n1
  15 | -8
#16 O=C(CN1CCN(c2ccccn2)CC1)Nc1cccc(C(F)(F)F)c1
  -12 | -13
#17 Cc1cc2cc(CNC(=O)CCC(=O)O)ccc2n1C
  -8 | 14
#18 CC(C)(C)CC(C)(C)NCC(O)COc1c(F)cc(Br)cc1F (configuration not stated)
  8 | -7
#19 Cc1cnc(NC(=O)[C@H](C)N2C(=O)C3CCCCC3C2=O)s1 (some centres not stated)
  -1 | 6
#20 COc1ccc(C(=O)NCC(=O)Nc2cccc(S(=O)(=O)N3CCCC3)c2)cc1
  13 | 3
#21 O=C(COc1ccc(F)cc1)N(CC1=CCS(=O)(=O)C1)c1ccccc1
  -1 | -2
#22 O=C(c1cccs1)N1CCN=C1SCc1ccccc1
  -19 | -1
#23 COc1ccc(NC(=O)CCSc2ccc(F)cc2)cc1
  7 | 1
#24 CCN(c1ccccc1)S(=O)(=O)c1ccc(OC)c(NC(=O)CNC)c1
  -6 | -8
#25 Cc1cccc(Nc2cc(C)nc3ccccc23)c1
  -4 | 12
#26 COc1ccc(OC)c(NC(=O)C(=O)c2cn(CC(=O)N3CCCC3)c3ccccc23)c1
  14 | -14
#27 CCOc1ccc(S(=O)(=O)NCCC(=O)NCC(c2ccc(F)cc2)N2CCOCC2)cc1 (configuration not stated)
  13 | -5
#28 N/C(CSc1ccccn1)=N\OCc1c(Cl)cccc1Cl
  5 | -9
#29 CCOC(=O)c1ccccc1NC(=O)COc1cc(=O)n(CC)c2ccccc12
  -13 | 11
#30 Cc1ccccc1Nc1cc(C)c2c(O)cccc2n1
  3 | 10
#31 CCOc1ccc(-n2nc3ccc(N)cc3n2)cc1
  7 | 39
#32 Cc1ccc(S(=O)(=O)N(CC(=O)NCc2cccnc2)C2CCCCC2)cc1
  -2 | 2
#33 CC(C)(C)NC(=O)Cn1cnc2cc([N+](=O)[O-])ccc2c1=O
  -4 | 11
#34 Cc1ccc(NC(=O)CN(C)C(C)C(=O)N2CC(C)CC(C)C2)cc1 (configuration not stated)
  -5 | -5
#35 CC(=O)Nc1ccc(NC(=O)C(C)OC(=O)CC2CCCC2)cc1 (configuration not stated)
  -3 | 2
#36 Cc1cc(NC(=S)N(CCN2CCOCC2)Cc2ccccc2F)ccc1Cl
  -12 | 19
#37 Cc1cccc(C)c1NC(=S)NC(=O)c1ccccc1F
  -11 | 0
#38 O=C(c1cccc(OC2CCN(C3CCCC3)CC2)c1)N1CCCCCCC1
  -13 | 6
#39 C[C@H](CO)N1C[C@H](C)[C@@H](CN(C)C(=O)NC2CCCCC2)Oc2ccc(NS(C)(=O)=O)cc2C1=O
  -9 | 6
#40 CCC(C)(C)NC(=O)/C=C/c1ccccc1[N+](=O)[O-]
  5 | -9
#41 CC(C)(c1ccccc1)c1ccc(OCC(O)CNC2CCN(Cc3ccccc3)CC2)cc1 (configuration not stated)
  24 | 21
#42 O=C(NCCCn1ccnc1)C(=O)NC1CCCCC1
  6 | -1
#43 CCN(CC)S(=O)(=O)c1cc(C)ccc1NC(=S)Nc1cccnc1
  -15 | 3
#44 O=C(NC1CCN(C(=O)Nc2ccccc2)CC1)C1CCCCC1
  -15 | 0
#45 O=C(Cn1cncn1)c1ccccc1
  5 | -5
#46 Cc1cccc(CC(=O)N2CCC(N3CCC(C(=O)N4CCOCC4)CC3)CC2)c1
  3 | -2
#47 COc1ccc(-n2c(SCC(=O)Nc3nccs3)nnc2-c2ccccc2)cc1
  6 | -4
#48 O=C1ON=C(c2ccc(Cl)c([N+](=O)[O-])c2)/C1=C/c1cccc([N+](=O)[O-])c1O
  2 | -1
#49 CCCCn1c(N)c(N(CC(C)C)C(=O)c2ccc(C)c(S(=O)(=O)N3CCCCC3)c2)c(=O)[nH]c1=O
  0 | 3
#50 O=C(NCc1ccc(Cl)cc1)C1CCN(S(=O)(=O)c2cc([N+](=O)[O-])ccc2Cl)CC1
  8 | -8
#51 O=C(Nc1c(-c2ccccc2)nc2c(Br)cc(Br)cn12)c1ccco1
  2 | 18
#52 CCOC(=O)/C=C1\SCC(=O)N1CC(O)CN1C(=O)CS/C1=C\C(=O)OCC
  -8 | 2
#53 CC1CCc2c(cnc3ncnn23)C1 (configuration not stated)
  1 | 4
#54 Oc1ccc2ccccc2c1CN1CCCCC1
  -7 | 9
#55 Cc1cc(S(=O)(=O)Cc2noc(-c3c(C)noc3C)n2)c(C)cc1Cl
  3 | -1
#56 COC(=O)C(NC(=O)CN1C(=O)c2ccccc2C1=O)c1ccc(O)c(OC)c1 (configuration not stated)
  12 | -8
#57 Cc1cc(C)cc(NC(=S)NCC2CCCO2)c1 (configuration not stated)
  -9 | 0
#58 C=C(C)CN(CC)C(=O)Cn1cnc2c(oc3ccccc32)c1=O
  26 | -2
#59 COCC(=O)Nc1cc(OC)cc(OC)c1
  -10 | 2
#60 COc1ccc(C(C)(O)c2nc(-c3ccc(N(C)C)cc3)cs2)cc1 (configuration not stated)
  -27 | 3

Following part.
Fields: H9c2 TAG inh | H9c2 TAG inh DAPI viability
#61 COc1ccc(N2CCN(C(=O)C3Cc4ccccc4CN3C(=O)c3ccco3)CC2)cc1 (configuration not stated)
  -3 | -3
#62 CCOC(=O)C1C2C=CC3(CN(c4ccccc4CC)C(=O)C13)O2 (configuration not stated)
  -6 | -8
#63 CCOC(=O)CSC1=Nc2ccccc2C2=NC(CC(=O)NCc3ccc4c(c3)OCO4)C(=O)N12 (configuration not stated)
  5 | 3
#64 Nc1c(C(=O)c2cccs2)sc2nsc(SCCN3CCCCC3)c12
  -201 | 3
#65 Cc1ncc(CN2CCN(CCc3ccccc3)C(CCO)C2)s1 (configuration not stated)
  -2 | 12
#66 O=C1CCCN1CCC12CC3CC(CC(C3)C1)C2
  26 | -20
#67 O=C(NNc1cccc(Cl)n1)C1CC1
  -3 | 4
#68 CCOC(=O)C1=C(N)N2C(=O)CSC2=C(C(=O)OC)C1
  1 | -3
#69 CSc1nc2ccccc2cc1/C=C(\C#N)c1cccc(C)c1
  -5 | -7
#70 CCN(CC)C(=O)[C@H]1CC(CC(=O)NC(C)(C)C)C(=O)N2CCc3c([nH]c4ccc(OC)cc34)[C@]12C (some centres not stated)
  9 | -5
#71 CC1CCCC(C)N1C(=O)COC(=O)c1c[nH]c2ccccc12 (configuration not stated)
  1 | 0
#72 CS(=O)(=O)N1N=C(c2ccco2)CC1c1ccc(Br)cc1 (configuration not stated)
  7 | -12
#73 CC(SC1CCCC1)C(=O)NC(C)(C#N)C(C)C (configuration not stated)
  -3 | 5
#74 CN(C)CCCN(C(=O)c1ccco1)c1nc2c(F)cc(F)cc2s1
  18 | -15
#75 N#CC(C#N)=C1C=C2C=C(N3CCOCC3)CCC2CC1 (configuration not stated)
  -108 | 7
#76 O=C(CCNS(=O)(=O)c1cccc2nsnc12)NCCc1ccccc1
  -6 | 7
#77 Cc1c(C(=O)NCc2ccc(C(C)C)cc2)sc(=O)n1Cc1ccc(S(=O)(=O)N(C)C)cc1
  -48 | 4
#78 COc1ccc(C=O)cc1OS(=O)(=O)c1ccc(NC(C)=O)cc1
  -1 | -5
#79 CCC(=O)Nc1ccc(C(=O)NNC(=O)CCCCC(=O)NNC(=O)c2ccc(NC(=O)CC)cc2)cc1
  10 | -21
#80 C[C@H](NC(=O)c1ccc(C(C)(C)C)cc1)C(=O)N1CCOCC1
  14 | 3

A different layout for 4 compounds above:
77: Cc1c(C(=O)NCc2ccc(C(C)C)cc2)sc(=O)n1Cc1ccc(S(=O)(=O)N(C)C)cc1
78: COc1ccc(C=O)cc1OS(=O)(=O)c1ccc(NC(C)=O)cc1
79: CCC(=O)Nc1ccc(C(=O)NNC(=O)CCCCC(=O)NNC(=O)c2ccc(NC(=O)CC)cc2)cc1
80: C[C@H](NC(=O)c1ccc(C(C)(C)C)cc1)C(=O)N1CCOCC1

assay / compound | 77 | 78 | 79 | 80
H9c2 TAG inh | -48 | -1 | 10 | 14
H9c2 TAG inh DAPI viability | 4 | -5 | -21 | 3

Carrying on:
Fields: H9c2 TAG inh | H9c2 TAG inh DAPI viability
#81 CCCN(CC(=O)Nc1ccc(F)c(F)c1F)Cc1cc(=O)n2ccsc2n1
  -6 | 3
#82 CC1CC(C)CN(C(=O)CSc2n[nH]c(N)n2)C1 (configuration not stated)
  3 | -1
#83 COc1cccc(N=Cc2nc(-c3ccccc3)oc2OC(C)=O)c1
  7 | 8
#84 CCNC(=O)CSc1nnc(-c2ccccc2Br)n1-c1cccc(C(F)(F)F)c1
  7 | -12
#85 Cc1cc2c(cc1C)C(c1ccccc1Br)CC(=O)N2 (configuration not stated)
  8 | -2
#86 CCCn1c(CCl)nc2cc(S(=O)(=O)N3CCOCC3)ccc21
  -1 | 0
#87 O=C1C(=O)N(c2ccccc2)C(c2ccccc2[N+](=O)[O-])/C1=C(\O)c1ccccc1 (configuration not stated)
  -6 | -7
#88 Cc1cc2c(cc1S(=O)(=O)NCc1ccccc1)NC(=O)CO2
  -14 | -5
#89 COC(=O)c1cc(S(=O)(=O)Nc2ccc(C)c(F)c2)c[nH]1
  2 | -2
#90 CSCCC(NS(=O)(=O)c1ccc(C)cc1)C(=O)Nc1ccc(C)cn1 (configuration not stated)
  9 | -14
#91 COc1ccc(CNN2CCCCC2C(=O)Nc2ccc(OC)c(OCC(C)C)c2)cc1OC (configuration not stated)
  -8 | 5
#92 CCN(CC(=O)Nc1cc(Cl)ccc1C)C(=O)c1ccc(=O)n(Cc2ccccc2)n1
  7 | -8
